Assay outcomes as filed in PubChem BioAssay.
HTT cytoprotect – Huntington cell model cytoprotection by ATP luminescence. PC12 HTT-Q103 induced, cytoprotection, ATP luminescence, 40 h. Potency, µM (series often up to 56.4 µM), without a hit: cytoprotection (ATP increase), usual class: activators. 230,000 compounds, 0.14% hits. AID 1471;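 also: potency is read from the fitted curve at half-maximal effect; % of control where 0% means no effect; nearly all actives have a fitted effect of over 45% in size; toxic huntingtin expression switched on by the ecdysone agonist tebufenozide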
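Rat PC12, Q103 Htt exon1-GFP fusion, ecdysone promoter; tebufenozide inducer 100 nM final; compound titration; qHTS, 1500 cells/well; ATPlite luminescent read.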
CBFb-RUNX1 inh – blocks binding between human CBF-beta and RUNX1; AlphaScreen CBFb-His/RUNX1-biotin binding, biochemical; Potency, µM (top dose mostly 59.8 µM), for inactives: at the highest dose activity, negative = inhibition, hits mostly inhibitors; 230,000 tested, under 10 active; AID 1477; also: % of control where 0% means no effect
Target sequence (Q01196 whole entry, looked up): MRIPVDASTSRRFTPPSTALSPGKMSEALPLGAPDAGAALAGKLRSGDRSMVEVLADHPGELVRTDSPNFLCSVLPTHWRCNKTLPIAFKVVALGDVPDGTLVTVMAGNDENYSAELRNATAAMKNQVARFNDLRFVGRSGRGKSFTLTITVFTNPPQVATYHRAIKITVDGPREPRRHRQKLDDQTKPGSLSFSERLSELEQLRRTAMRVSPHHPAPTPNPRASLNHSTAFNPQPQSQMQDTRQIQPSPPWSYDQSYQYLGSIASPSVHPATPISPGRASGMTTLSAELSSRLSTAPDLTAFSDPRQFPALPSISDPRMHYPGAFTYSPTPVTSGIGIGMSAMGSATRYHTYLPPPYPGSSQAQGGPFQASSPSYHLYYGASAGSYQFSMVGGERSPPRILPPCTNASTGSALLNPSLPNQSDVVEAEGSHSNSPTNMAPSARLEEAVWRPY
Target sequence (Q13951 whole entry, looked up): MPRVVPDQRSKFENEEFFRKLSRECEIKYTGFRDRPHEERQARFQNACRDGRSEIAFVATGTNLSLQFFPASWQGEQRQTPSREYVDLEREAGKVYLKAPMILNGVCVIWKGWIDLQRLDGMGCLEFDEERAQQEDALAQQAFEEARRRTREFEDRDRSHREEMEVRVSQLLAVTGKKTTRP
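AlphaScreen binding: CBFb-His and RUNX1-biotin (30 nM each) preincubated 20 min, compound added for 15 min, then nickel and streptavidin beads for 90 min, all at room temperature. Disruption of the interaction by any mechanism counts as activity.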
aGlu spleen mod – lysosomal alpha-glucosidase (human) modulation; P10253; human spleen homogenate, 4-MU-alpha-glucoside fluorescence; Potency, µM (top dose mostly 79.9 µM), for inactives: at the top dose activity change, negative = inhibition, hits mostly inhibitors; 240,000 compounds, 0.006% hits; AID 2112;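 also: potency is read from the fitted curve at half-maximal effect; 0% = enzyme with vehicle and -100% = no enzyme basal signal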
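Compounds were titrated against alpha-glucosidase in spleen homogenate at pH 5.0, with 1 mM 4-methylumbelliferyl substrate for 40 min at 37 C. Reactions were quenched with pH 10 NaOH/glycine and fluorescence measured.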
GAA glycogen mod – inhibitors or activators of human alpha-glucosidase glycogen cleavage | P10253 | recombinant GAA, glycogen substrate, Amplex Red glucose oxidase fluorescence | Potency, µM (series often up to 76.4 µM), for inactives: at the highest dose activity change, negative = inhibition, usual class: inhibitors | 300,000 compounds, 0.38% hits;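 also: potency is read from the fitted curve at half-maximal effect; 0% = full enzyme reaction and -100% = no-enzyme basal signal; the screen sought inhibitors and activators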
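qHTS, 1536-well; enzyme 4 nM final; cpd up to 77 uM; substrate bovine liver glycogen 30 ug; 50 mM citrate/phosphate pH 5.0, 0.01% Tween-20; 37 C, 40 min; Amplex Red detection 45 min RT; Hill fit → AC50.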
GAA inhib – blocks human lysosomal alpha-glucosidase | 200,000 compounds, 0.005% hits | Potency, µM (top dose mostly 76.9 µM), inactives show at the top dose activity change, negative = inhibition, most hits filed as inhibitors | purified human GAA, 4-MU-alpha-glucoside fluorescence | AID 1466 | P10253;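 also: potency is read from the fitted curve at half-maximal effect; plate controls were uninhibited enzyme wells for no effect and no-enzyme background for full effect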
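Human alpha-glucosidase, 4 nM, pre-mixed with test compounds before 400 uM 4-methylumbelliferyl substrate; 20 min room temperature at pH 5.0. Fluorescence read after pH 10 stop; AC50 values from Hill-equation fits.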
HttQ103 aggreg – reduces HttQ103-GFP aggregates in PC12 cells; PC12 HttQ103-GFP aggregates, Acumen cytometry, 40 h; Potency, µM (series often up to 46.1 µM), inactives show top-dose activity change, negative = inhibition, usual class: inhibitors; 220,000 compounds, 1.1% hits; AID 1688; also: potency is read from the fitted curve at half-maximal effect; % is scaled to controls: 0 for no effect and ±100 for the full control effect; nearly all actives have a fitted effect of over 60% in size
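PC12 cells with ecdysone-inducible HTT exon1 Q103-GFP, induced by 100 nM tebufenozide, given compounds in a concentration series. GFP aggregates (1–25 um, 6 SD above background) counted in lysates by laser-scanning cytometry, 488 nm excitation.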
LMNA splice mod – modulators of lamin A splicing; HeLa LMNA splicing GFP/RFP minigene ratio, 48 h; Potency, µM (highest dose often 46.1 µM), for inactives: top-dose ratio change, negative = inhibition, usual class: inhibitors; 200,000 compounds, 0.01% hits; active = well fitted inhibition curve with a large enough effect in the signal ratio, with a control signal flat, not every such curve was filed as active; inconclusive = small, poorly fitted or top-dose-only effect, or effect the other way, or a change in a side signal; the % refers to the signal ratio; also: potency is read from the fitted curve at half-maximal effect; % is scaled to controls: 0 for no effect and ±100 for the full control effect
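Read-out is the ratio of GFP to DsRed2 object intensity, acquired by 488 nm laser-scanning cytometry on HeLa lamin A-EGFP minigene reporter cells. Compound incubation 48 hrs at 37 °C in Opti-MEM with 2% FBS; DMSO 0.5% final.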
An asterisk follows results filed as active; ? = inconclusive; . = no result given; [ ] = another dose, or the depositor's remark. Unless noted, calls follow the shape of the dose curve; as a rule, active = well fitted curve in the direction sought with a large enough effect; inconclusive = small, poorly fitted or top-dose-only effect, or another doubt; inactive = no such curve, though single readings can be large; an effect the other way counts as inactive or inconclusive.

SMILES	HTT cytoprotect	CBFb-RUNX1 inh	aGlu spleen mod	GAA glycogen mod	GAA inhib	HttQ103 aggreg	LMNA splice mod
COC(=O)C1(O)CC(C(C)C)=NN1C(=O)c1ccccc1 (stereo not drawn)	3%[10 µM]	4%	-1%	3%	-2%	-9%	-5%
CCC(=O)Nc1ccc(Cl)c(NC(=O)c2cccc(OC)c2)c1	-48%[inhibitor]	-2%	-3%	19%	-3%	-5%[9.22 µM]	1%[46 µM]
Cc1ccc(C2NC(C(=O)O)CS2)cc1 (stereo not drawn)	25%[10 µM]	7%	-5%	21%	-3%	11%[9.22 µM]	5%[46 µM]
O=C(NNC(=O)c1ccccc1C(=O)O)c1ccc(O)cc1	-68%[inhibitor]	3%	4%	2%	9%	2%[9.22 µM]	-13%[9.22 µM]
O=C(COC(=O)C1CCCCC1)NCCc1ccccc1	-1%[10 µM]	-4%	3%	1%	3%	-22%	-14%
CC1(C)Cc2ccccc2-c2nnnn21	3%	3%	-6%	4%	6%	-8%	10%
Cc1ccc(S(=O)(=O)N2CCN(S(=O)(=O)N3CCCCCC3)CC2)cc1	28%[10 µM]	-4%	6%	-4%	-1%	15%[9.22 µM]	-8%[46 µM]
CCOc1ccc(-c2nc(-c3ccncc3)no2)cc1OCC	-4%	3%	9%	5%	-10%	7%	-11%
CC1CCN(c2ccc(/C=N/n3nnnc3N)cc2[N+](=O)[O-])CC1	-46%[inhibitor]	-9%	-7%	11%	1%	-9%	3%
NC(=O)NC(=O)COC(=O)CC12CC3CC(CC(C3)C1)C2	7%	14%	-2%	-4%	4%	14%	?
Cc1ccc(/C=N/NC(=O)C2(C)CC2(Br)Br)cc1 (stereo not drawn)	-21%	7%	-3%	-6%	-1%[15.4 µM]	10%	21%[46 µM]
COC(=O)[C@H]1Cc2c([nH]c3ccccc23)CN1C(=O)COc1ccc2c(C)cc(=O)oc2c1	-5%	-12%	1%	.	.	.	.
Cc1nc(Cl)c(Cl)n1CCOc1ccccc1	11%[10 µM]	?	-4%	6%	-5%	-2%[9.22 µM]	.
COc1ccc(Cl)cc1NC(=O)C(C)N(C)Cc1cccc(Cl)c1Cl (stereo not drawn)	-1%[10 µM]	10%	3%	-16%	-3%	-1%	?
O=C(O)CNS(=O)(=O)c1ccc2[nH]c(=O)c(=O)[nH]c2c1	?	-1%	-8%	-17%	4%	0%	.
O=C(CCN(NC(=O)c1ccccc1)C1=NS(=O)(=O)c2ccccc21)NC1CCCCC1	14%[10 µM]	-4%	-15%	7%	-3%	-12%	-23%
Cc1ccc(C(C)C)c(OCc2nc(-c3nonc3N)no2)c1	0%	5%	-2%	-15%	-2%[15.4 µM]	?	-9%
CC(=O)NC1(C(F)(F)F)C(=O)Nc2c1c(=O)n(C)c(=O)n2C (stereo not drawn)	-11%	4%	-5%	3%	3%	-4%	0%
Cc1ccc(N(CN2CCCC2=O)C(=O)c2ccccc2)cc1	8%[10 µM]	1%	-5%	-19%	0%	13%	?
COC(=O)c1ccc(COc2ncnc3c(Cl)cc(Cl)cc23)o1	12%	2%	-1%	1%	-8%	11%	-1%
Cc1cccc(C)c1-n1c(C)cc(/C=C2\C(=O)NN(c3ccccc3)C2=O)c1C	-3%	.	3%	?	8%	10%	?
Cc1nnc(NN2CCOCC2)[nH]c1=O	-14%	8%	-1%	8%	-6%	-1%	15%[46 µM]
Cc1ccc(S(=O)(=O)N2CCC(C(=O)OC(C)C(=O)NCc3ccc4c(c3)OCO4)CC2)cc1 (stereo not drawn)	12%	6%	1%	-8%	-11%	-18%	12%
O=c1[nH]c(CN(CCO)CCO)nc2c1C1(CCCCC1)Cc1ccccc1-2	-23%	-5%	-4%	9%	-6%	1%[9.22 µM]	1%
O=C(CCS(=O)(=O)c1ccc(Br)s1)NC1CCCC1	9%	2%	-5%	6%	-6%	-2%	5%
Cc1cc(C)nc(SC(C)C(=O)O)n1 (stereo not drawn)	10%	6%	0%	5%	5%	-13%	?
Cc1ccc(C)c(-c2cc(C(=O)NNC(=S)NCC(C)C)c3ccccc3n2)c1	?	-8%	-21%	0%	-4%	-22%	-7%
Cc1cc2cc(CN(C(=O)C3CC3)C3CCCC3)c3nnnn3c2cc1C	-29%[10 µM]	-4%	-1%	11%	-11%	11%	-5%
Cc1ccc(S(=O)(=O)Nc2nc(N)n(-c3ccccc3)n2)cc1	17%	12%	.	4%	0%	0%	?
CC(C)(C)N(CC#CCC1(O)c2ccccc2-c2ccccc21)CCO	-14%[10 µM]	-1%	3%	1%	10%	-6%[9.22 µM]	.
Cc1ccccc1NS(=O)(=O)c1ccc2[nH]cc(C(=O)N(C)Cc3ccco3)c(=O)c2c1	2%	?	4%	-1%	-26%	3%	18%
O=C/C(=C\Nc1ccc(C(=O)N2CCOCC2)cc1)c1nc2ccccc2o1	?	-24%	-5%	4%	-1%	-19%	5%[9.22 µM]
C/C(=C\C(=O)c1ccc(C)cc1)Nc1cccc(O)c1	-19%	-3%	2%	-13%	-3%	?	5%
CCOc1ccccc1C(=O)N(C)Cc1cc2ccccc2[nH]c1=O	0%[0.074 µM]	10%	6%	2%	3%	-6%	?
Cc1cccnc1NC(=S)NCc1ccco1	.	-20%	-2%	-20%	-4%	4%	.
CCOC(=O)Cn1c(=O)oc2cc(S(=O)(=O)NC(C)c3ccccc3)ccc21 (stereo not drawn)	-17%	2%	1%	-7%[76.3 µM]	-7%	13%	-3%
N=C(N)SCCc1cccc(CCSC(=N)N)c1	-2%[1.9 µM]	3%	-1%	.	.	.	?
CC(=O)Cc1cc2cc([N+](=O)[O-])ccc2oc1=O	26%[10 µM]	-4%	0%	-5%	.	14%[9.22 µM]	.
COc1ccc(-c2nc3cnc(Oc4cccc(Cl)c4)nc3n(C3CC3)c2=O)cc1	-3%	.	-4%	.	.	.	?
CCOc1ccc(Cc2noc3c2C(=O)CC(C)(C)C3)cc1OCC	-52%[inhibitor]	13%	.	3%	-5%	-7%	.
COc1ccc(CCC(C)Nc2ccc(F)c(F)c2)cc1 (stereo not drawn)	3%[10 µM]	13%	3%	-9%	-9%	11µM*	-9%
CN(C)CCNC(=O)C(c1ccccc1)c1ccccc1	6%[10 µM]	12%	1%	3%	.	1%[9.22 µM]	.
O=C(N1CCCCC1)C1(c2ccccc2)CCOCC1	8%	4%	5%	4%	-4%[15.4 µM]	-10%	?
O=C(Cn1nc(-c2ccc(Cl)cc2)ccc1=O)N1CCN(c2ccccc2)CC1	-12%	-3%	-7%	-4%	3%	31%	9%[0.0737 µM]
O=S(=O)(N[C@@H]1C[C@H]2CC[C@@H]1C2)c1cccs1	5%	7%	-6%	4%	-2%	15%	15%
NC(=O)CCCc1nc(-c2ccccc2Cl)no1	9%	-27%	4%	-8%	0%	-22%	?
CCc1ccccc1NC(=S)N(CCN(C)C)Cc1cccs1	4%	6%	6%	0%	2%	-11%	.
O=[N+]([O-])c1ccc(N2CCN(S(=O)(=O)c3ccccc3)CC2)cc1NCCN1CCOCC1	-12%[10 µM]	-20%	-1%	-10%	?	13%	-21%
O=C(Cc1c(F)cccc1Cl)Nc1cc(S(=O)(=O)N2CCCCC2)ccc1N1CCOCC1	-10%[10 µM]	-6%	7%	-3%	.	-10%[9.22 µM]	.
COc1ccc(CCNC(=O)C2CCN(S(=O)(=O)N3CCCCC3)CC2)cc1OC	-36%	0%	-8%	4%	-8%	6%	3%
The list continues.
SMILES	HTT cytoprotect	CBFb-RUNX1 inh	aGlu spleen mod	GAA glycogen mod	GAA inhib	HttQ103 aggreg	LMNA splice mod
COc1ccnc(Oc2ccc(F)cc2)c1-c1ncn[nH]1	-3%[10 µM]	-13%	0%	-3%	5%	-4%	7%[46 µM]
CCCC[n+]1c(C)sc2cc(OC)ccc21	-3%[10 µM]	-1%	1%	-9%	0%	6%[9.22 µM]	.
O=C(NC1CCS(=O)(=O)C1)c1cc(-c2ccccc2)nc2ccccc12 (stereo not drawn)	-38%	13%	-4%	8%	3%	-4%	.
CCc1nc(C)cn1S(=O)(=O)c1cc(Br)ccc1OC	-6%	-1%	-6%	8%	-6%	0%	8%
COc1ccc(OCC(=O)Nc2ccc(N3CCN(C(=O)c4ccco4)CC3)cc2)cc1	22%[10 µM]	-18%	-8%	-11%	?	31%[9.22 µM]	-7%[46 µM]
O=C(Nc1ccccc1N1CCN(c2ccc(F)cc2)CC1)c1ccccc1	-3%	1%	0%	-6%	-2%	19%	-7%
Cc1cccc(C)c1OCC(=O)NCc1nnc(SCC(=O)NC2CCCCC2C)n1C (stereo not drawn)	-11%	7%	4%	2%	-7%	6%	19%
CC1(C)Cc2nc3n[nH]c(N)c3cc2CO1	-1%	2%	-8%	-23%	1%	11%	3%
Cc1ccn2c(NC3CCCC3)c(-c3cccs3)nc2c1	-31%[inhibitor]	5%	.	?	-4%	1%	23%[9.22 µM]
Cc1ncc[nH]1	29%	-1%[21.7 µM]	-1%	.	.	14%	?
Cc1cc(=O)n2c3ccccc3n(CC(O)CN3CCOCC3)c2c1C#N (stereo not drawn)	-30%[1.9 µM]	-7%	-14%	-7%	10%	-9%[9.22 µM]	-9%[46 µM]
CCC(CO)NC1=CC(=O)CCC1 (stereo not drawn)	5%	13%	-4%	-2%	6%	21%	11%[9.22 µM]
O=C(Nc1cc(S(=O)(=O)N2CCOCC2)ccc1O)c1ccco1	5%	2%	2%	-1%	3%	1%	0%[0.0737 µM]
COc1cc(S(=O)(=O)N(Cc2cccc(OC)c2OC)CC2CCCO2)ccc1-n1cnnn1 (stereo not drawn)	19%[10 µM]	4%	2%	-7%	.	8%[9.22 µM]	.
CC(C)(C)NC(=O)NC(=O)COC(=O)c1cc(=O)[nH]c2ccccc12	0%	-1%	4%	0%	-4%	-16%	12%

Entries listed so far that have a nitro group on carbon:
SMILES	HTT cytoprotect	CBFb-RUNX1 inh	aGlu spleen mod	GAA glycogen mod	GAA inhib	HttQ103 aggreg	LMNA splice mod
CC1CCN(c2ccc(/C=N/n3nnnc3N)cc2[N+](=O)[O-])CC1	-46%[inhibitor]	-9%	-7%	11%	1%	-9%	3%
CC(=O)Cc1cc2cc([N+](=O)[O-])ccc2oc1=O	26%[10 µM]	-4%	0%	-5%	.	14%[9.22 µM]	.
O=[N+]([O-])c1ccc(N2CCN(S(=O)(=O)c3ccccc3)CC2)cc1NCCN1CCOCC1	-12%[10 µM]	-20%	-1%	-10%	?	13%	-21%
